Gli-Sufu antag: antagonists of Gli-Sufu signaling. inhibition, % at 5 µM. Sufu-KO-LIGHT fibroblasts, Gli luciferase reporter luminescence. 0.74% of 340,000 active;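 active = inhibition above about 55%, limit read from the data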;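 note: 0% = DMSO-treated cells and 100% = wells with medium but no cells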
CCR6 antag: antagonists of human CCR6 receptor; P51684; 0.49% of 340,000 active; inhibition, % at 20 µM; CHO-K1 CCR6 PathHunter beta-arrestin, luminescence, CCL20-stimulated;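 active = compounds whose inhibition of the agonist-driven luminescence signal at 20 µM reaches about 50%, limit read from the data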;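 note: cells stimulated with CCL20 at 14 nM final; plate controls were DMSO with CCL20 for no effect and DMSO without agonist for full effect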
ATG4B inh: inhibitors of human ATG4B cysteine protease | ATG4B cleavage of LC3-PLA2, NBD-HPC fluorescence, 1 h | inhibition, % at 8.33 µM | 0.51% of 340,000 active; in the data active = inhibition above about 40%
Target sequence (Q9Y4P1 whole entry, looked up): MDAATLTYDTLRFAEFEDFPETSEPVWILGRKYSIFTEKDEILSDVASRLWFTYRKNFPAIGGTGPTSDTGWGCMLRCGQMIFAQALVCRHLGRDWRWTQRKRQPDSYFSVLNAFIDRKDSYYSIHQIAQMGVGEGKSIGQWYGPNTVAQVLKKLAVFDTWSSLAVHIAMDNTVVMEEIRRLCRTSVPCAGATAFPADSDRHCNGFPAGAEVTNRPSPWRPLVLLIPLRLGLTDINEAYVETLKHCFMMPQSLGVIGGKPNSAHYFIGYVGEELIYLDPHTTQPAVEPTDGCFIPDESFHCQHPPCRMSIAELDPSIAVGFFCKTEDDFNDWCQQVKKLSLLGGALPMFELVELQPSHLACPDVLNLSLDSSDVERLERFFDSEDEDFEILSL
EBI2 antag: antagonists of human EBI2 receptor. P32249. EBI2 beta-arrestin recruitment, luminescence, 7a,25-OHC stimulated. inhibition, % at 5 µM. 0.81% of 360,000 active. AID 651636; in the data active = inhibition above about 38%;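 note: enzyme fragment complementation signal reports receptor beta-arrestin coupling in cells; 0% = agonist plus DMSO wells and 100% = wells without agonist; some results beyond the cut were filed as inactive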
UBC13 polyUb: blocks human UBC13 polyubiquitin chain formation; P61088; TR-FRET; inhibition, % at 20 µM; 0.47% of 330,000 active; AID 485273; in the data active = inhibition above about 45%, passing the limit was not always enough
APJ agonist: agonists of human APJ apelin receptor; P35414; CHO-K1 APJ PathHunter beta-arrestin, luminescence; 0% DMSO wells, 100% apelin; activation, % at 20 µM; 0.11% of 330,000 active;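 active = activation more than six SD over the plate average, tested at 20 µM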;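 note: 0% = DMSO alone and 100% = apelin-13 at 10 nM; some results filed as inactive read as strong as hits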
Target sequence (P35414 whole entry, looked up): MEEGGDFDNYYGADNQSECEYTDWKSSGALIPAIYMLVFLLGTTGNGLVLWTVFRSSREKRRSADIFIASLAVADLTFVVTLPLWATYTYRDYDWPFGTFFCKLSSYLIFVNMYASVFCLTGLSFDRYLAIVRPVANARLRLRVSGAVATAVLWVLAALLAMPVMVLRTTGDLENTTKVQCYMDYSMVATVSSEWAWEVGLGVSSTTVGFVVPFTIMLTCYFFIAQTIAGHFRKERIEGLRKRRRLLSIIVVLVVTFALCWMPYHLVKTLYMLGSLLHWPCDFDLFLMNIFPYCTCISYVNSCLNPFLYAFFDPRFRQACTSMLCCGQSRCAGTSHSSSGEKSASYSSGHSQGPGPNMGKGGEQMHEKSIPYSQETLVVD
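Incubation: overnight seeding, 90 min compound at 25 °C, 1 h detection; test system: PathHunter CHO-K1 APJ (AGTRL-1) beta-arrestin reporter cells; amount: 1000 cells/well; doses: one dose, 20 µM compound, 1% DMSO; measured by: beta-gal luminescence; measure: agonist-driven arrestin binding to APJ; benchmarks: negative DMSO alone, positive Apelin-13 at 10 nM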
APJ antagonist: blocks the human apelin receptor APJ; 0.32% of 330,000 active; P35414; CHO-K1 APJ beta-arrestin complementation, luminescence; inhibition, % at 20 µM;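 active = inhibition above about 40% at 20 µM, limit read from the data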;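 note: cells challenged with 10 nM apelin-13 agonist together with compound; plate controls were apelin-13 plus DMSO wells for no effect and DMSO wells lacking apelin-13 for full effect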
CXCR6 inh: CXCR6 (human) receptor inhibition. O00574. CHO-K1 PathHunter CXCR6 beta-arrestin, luminescence. inhibition, % at 20 µM. 0.36% of 360,000 active. AID 602244; in the data active = inhibition above about 34%, passing the limit was not always enough;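 note: antagonist mode with CXCL16 agonist at 10 nM final; 0% = 10 nM CXCL16 with DMSO and 100% = unstimulated wells without agonist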
Target sequence (O00574 whole entry, looked up): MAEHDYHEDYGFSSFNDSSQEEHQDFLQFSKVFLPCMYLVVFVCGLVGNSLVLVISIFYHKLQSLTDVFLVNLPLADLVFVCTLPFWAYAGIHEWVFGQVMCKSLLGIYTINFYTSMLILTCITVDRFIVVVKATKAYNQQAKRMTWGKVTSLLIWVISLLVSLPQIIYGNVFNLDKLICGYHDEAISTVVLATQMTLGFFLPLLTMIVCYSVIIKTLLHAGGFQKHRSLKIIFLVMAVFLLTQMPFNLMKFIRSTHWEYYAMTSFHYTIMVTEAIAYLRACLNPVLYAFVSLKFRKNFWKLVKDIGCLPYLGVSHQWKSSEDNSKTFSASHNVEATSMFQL
* = called active by the depositor; · = no result given.

SMILES | Gli-Sufu antag | CCR6 antag | ATG4B inh | EBI2 antag | UBC13 polyUb | APJ agonist | APJ antagonist | CXCR6 inh
CN(c1ccccc1)S(=O)(=O)c1ccc(C(=O)N2CCCC(C(F)(F)F)C2)cc1 (stereo not drawn) | -4 | 18 | -3 | 1 | 0 | -6 | 1 | -4
Cc1sc2ncnc(N3CCOCC3)c2c1C | 3 | 11 | -4 | -12 | 8 | -2 | 7 | -2
Cc1noc(C)c1CCC(=O)N1CCCC(CCC(=O)NCc2ccc(F)c(F)c2)C1 (stereo not drawn) | -12 | 5 | 7 | -15 | -3 | -2 | 6 | 0
COC(=O)c1c(NC(=O)c2nn(C)cc2Cl)sc2c1CCCC2 | -8 | -7 | -8 | 19 | 14 | 1 | 16 | -1
C[C@]12CCC3c4ccc(OCC(=O)O)cc4CCC3C1CCC2=O (stereo partly drawn) | -1 | -2 | 2 | -12 | 0 | 0 | 3 | -5
CCN1CCN(CC(=O)Nc2ccc(Cl)c(S(=O)(=O)N(C)C)c2)CC1 | 6 | -3 | 4 | -8 | -8 | -2 | -2 | -8
CC(=O)c1sc(N/N=C/c2ccc(C(C)C)cc2)nc1C | -83 | 0 | -9 | 29 | 3 | 1 | -5 | 3
NCc1ccc2[nH]c(=O)[nH]c2c1 | 0 | 5 | 0 | 2 | -6 | -1 | 23 | 1
CCc1ccccc1Nc1nc(N)nc(COC(=O)CCNS(=O)(=O)c2ccccc2)n1 | -9 | -6 | -1 | -5 | -2 | -7 | 10 | 2
O=[N+]([O-])c1cc(S(=O)(=O)N2CCOCC2)ccc1N1CCCC1 | -2 | 10 | -3 | -7 | -1 | -2 | 8 | 6
CCN(CCCn1c(SCC#N)nc2ccccc2c1=O)c1ccccc1 | 16 | 11 | 44* | 33 | -4 | -3 | -6 | 6
O=C(NCC1CCCO1)c1ccccc1NS(=O)(=O)c1cccc([N+](=O)[O-])c1 (stereo not drawn) | 2 | 10 | -7 | -4 | 4 | -3 | -2 | -1
COc1ccc(C(C)(C)C)cc1NC(=O)c1cncc(Br)c1 | · | 24 | -3 | 5 | -3 | 3 | -21 | -19
COC(=O)c1cc(C(=O)OCC(=O)NC(=O)NCc2ccccc2)cc([N+](=O)[O-])c1 | -6 | -7 | -4 | -9 | -1 | -2 | -3 | -4
O=C(N/N=C/c1cc([N+](=O)[O-])ccc1O)c1cccc2ccccc12 | · | · | · | 7 | -8 | -11 | -2 | 11

Some values from the entries so far.
COc1ccc(C(C)(C)C)cc1NC(=O)c1cncc(Br)c1 – UBC13 polyUb = -3
NCc1ccc2[nH]c(=O)[nH]c2c1 – UBC13 polyUb = -6
O=[N+]([O-])c1cc(S(=O)(=O)N2CCOCC2)ccc1N1CCCC1 – Gli-Sufu antag = -2
CCN(CCCn1c(SCC#N)nc2ccccc2c1=O)c1ccccc1 – ATG4B inh = 44*
O=C(N/N=C/c1cc([N+](=O)[O-])ccc1O)c1cccc2ccccc12 – UBC13 polyUb = -8
CCc1ccccc1Nc1nc(N)nc(COC(=O)CCNS(=O)(=O)c2ccccc2)n1 – EBI2 antag = -5

Next records
SMILES | Gli-Sufu antag | CCR6 antag | ATG4B inh | EBI2 antag | UBC13 polyUb | APJ agonist | APJ antagonist | CXCR6 inh
CCC(CC)C(=O)Nc1cc(NC(=O)C(CC)CC)cc(C(=O)O)c1 | 3 | -3 | -4 | 0 | -1 | -1 | 12 | 8
Cc1ccc(C)c(NC(=O)Cc2csc(-c3ccccc3)n2)c1 | -5 | 5 | 1 | 3 | -2 | -2 | -5 | 10
O=C(NC(=S)N1CCCC(O)C1)c1ccco1 (stereo not drawn) | 0 | 2 | 2 | 15 | -4 | -4 | 4 | 7
Cc1ccc(S(=O)(=O)Nc2ccc(C(=O)NCc3cccnc3)cc2)cc1 | -3 | -10 | 4 | -2 | 3 | -3 | -14 | 3
CCOC(=O)CSc1n[nH]c(NC(=O)c2ccccc2)n1 | -3 | 5 | 4 | -5 | 0 | 3 | 9 | -2
Cc1ccc(-c2ccnc3c(Cl)c(C)nn23)cc1 | -6 | 2 | 9 | -4 | 15 | -3 | 1 | -8
Cc1cccc(NC(=O)CCC(=O)N/N=C/c2cc([N+](=O)[O-])ccc2O)c1 | -4 | 24 | 1 | 4 | -23 | -3 | 24 | 24
COC(=O)N1C/C=C\C(c2ccc(OC)cc2)N(Cc2ccc(F)cc2)C(=O)C1 (stereo not drawn) | -5 | 4 | 5 | 0 | 7 | 2 | -4 | 10
O=C(O)c1ccc(NC(=S)Nc2ccccc2)cc1 | -11 | 12 | 1 | -19 | -6 | 2 | 12 | -1
Cc1cccc(C(=O)NNC(=O)c2ccc(NS(=O)(=O)c3cccs3)cc2)c1C | -3 | -3 | 1 | 4 | 3 | -3 | -1 | 10
O=C(Nc1ccccc1N1CCN(c2ccccc2)CC1)c1ccccc1F | 13 | 22 | 23 | -5 | -2 | -4 | -3 | 1
Cc1ccc(CN2CCN(CC(=O)N/N=C/c3ccccc3F)CC2)cc1 | -27 | -14 | -1 | 10 | 4 | -4 | -22 | -1
CCCNC(=O)NCCc1c(C)[nH]c2ccccc12 | 3 | 9 | -5 | -8 | -1 | 1 | 11 | 0
CCOC(=O)c1n[nH]n(-c2cc(Cl)cc(Cl)c2)c1=O | 4 | 7 | -1 | -8 | 0 | -3 | 1 | -1
O=C(O)Cn1nnc(COc2ccccc2)n1 | 26 | 11 | 4 | -12 | 0 | 6 | 20 | -4
COc1ccc(C(=O)N2CCC(n3nccc3NC(=O)C3CC3)CC2)cc1F | 4 | 1 | -8 | -5 | -1 | -3 | 6 | -6
COc1ccc(S(=O)(=O)Nc2cccc3c2O[C@H](CN(C)S(=O)(=O)c2cccs2)[C@@H](C)CN([C@H](C)CO)C3=O)cc1 | 2 | 15 | -4 | -3 | 0 | -2 | -4 | -1
COc1ccc(NC(=O)CSc2nnc(C3CCCCC3)n2N)c(OC)c1 | -6 | 6 | -8 | 4 | 3 | 8 | 8 | -9
Cc1cc(NC(=O)CCC(=O)N(c2cccc(F)c2)C(C(=O)NC2CCCC2)c2ccc(C)o2)no1 (stereo not drawn) | -1 | 6 | -11 | 1 | 3 | -1 | 8 | 0
CCC(C)N(C(=O)COC(=O)CNC(=O)c1ccccc1F)C1CCS(=O)(=O)C1 (stereo not drawn) | -3 | 14 | 0 | -8 | 0 | -4 | -9 | -7
COc1ccc(C(=O)NC2CC3CCCC(C2)N3Cc2ccccc2)c(OC)c1 (stereo not drawn) | 18 | 17 | -4 | 1 | 10 | -4 | -10 | 1
Cn1c(=O)c2[nH]c(CCCCc3nc4ccccc4[nH]3)nc2n(C)c1=O | 14 | 4 | -6 | -1 | · | · | · | 3
O=C(Nc1cccc(S(=O)(=O)N2CCOCC2)c1)[C@@H]1CCCN1S(=O)(=O)c1ccc(Cl)cc1 | 25 | 14 | -13 | 4 | -2 | -1 | 6 | -2
Cc1c(C)c(C)c2[nH]c(-c3ccc4c(c3)OCO4)nc2c1C | · | -7 | 10 | 39 | 19 | 2 | -2 | -11
Cc1ccccc1Nc1c([N+](=O)[O-])ccc2c1=NC1(CCCCC1)N=2 | 1 | 3 | -5 | 56* | -150 | 2 | -26 | 12
Cc1ccc(NC(=O)COC(=O)c2nn(C)c(=O)c3ccccc23)cc1F | 4 | 8 | -5 | -4 | -14 | 3 | 5 | 2
COCCN1CCC(CNCc2cn[nH]c2-c2ccc(C)c(C)c2)C1 (stereo not drawn) | 3 | 2 | 5 | 1 | 12 | -2 | 16 | -1
O=C1COc2ccc(S(=O)(=O)N3CCC(C(=O)NCc4ccccc4)CC3)cc2N1 | -11 | -11 | -5 | -5 | -12 | 2 | -2 | -4
CN(C)/C=C1\C(=O)N(c2ccc(F)cc2F)C(c2cccnc2)S1(=O)=O (stereo not drawn) | 6 | 5 | 1 | -1 | -8 | -4 | 6 | -3
Cc1cc(C)n(CC(=O)Nc2ccc3c(c2)OCO3)c(=O)c1C#N | 1 | 5 | -2 | -9 | -7 | -2 | 3 | -3
O=C(NC1CCc2ccccc21)C1CCN(S(=O)(=O)c2ccc(-n3cnnn3)cc2)CC1 (stereo not drawn) | 0 | -9 | 5 | 4 | -6 | 1 | 6 | -19
C=CCNC(=S)N1CCN(CCN=CC2=C(O)CC(c3ccc(Cl)cc3)CC2=O)CC1 (stereo not drawn) | 2 | 3 | -11 | -9 | -1 | -4 | -3 | 6
O=C(O)CCS(=O)(=O)c1nc(-c2cccs2)cc(C(F)(F)F)n1 | 6 | -17 | 8 | -3 | 14 | -3 | 3 | -14
NS(=O)(=O)c1ccc(CNC(=O)/C=C/c2ccco2)cc1 | -2 | -3 | -3 | -7 | 9 | 0 | 2 | -3
Nc1cccc(S(=O)(=O)Nc2ccc(SC(F)F)cc2)c1 | -9 | -2 | -3 | -15 | 18 | -5 | -13 | 3
CCOC(=O)c1c(-c2ccc(OC)cc2)nc2nonc2c1N | 4 | 13 | -7 | -12 | 2 | -4 | 10 | 0
Cc1ccccc1NS(=O)(=O)c1ccc(NC(=O)CSCc2ccc(Br)cc2)cc1 | -3 | 11 | -9 | 12 | 1 | 4 | 5 | -16
Cc1ccc2nc3c(cc2c1)c(NC(=O)C1CCCO1)nn3CC(C)C (stereo not drawn) | -8 | -4 | 1 | 15 | 12 | -6 | 11 | 6
CN(c1ccccc1)c1nc(-n2ccnc2)nc(-n2ccnc2)n1 | 7 | 0 | -15 | 3 | -3 | -2 | 2 | 3
O=C(CNC(=O)c1ccc(Cl)cc1)N/N=C/C=C/c1ccccc1 | 24 | 8 | -7 | 10 | -16 | -3 | -2 | -2
COC(=O)c1ccccc1NC(=O)c1ccc2c(c1)CC(C)O2 (stereo not drawn) | -5 | 16 | -10 | 6 | 6 | -3 | 4 | 0
Cc1ccc(C(=O)N(C)CC(=O)Nc2cccc(C)c2C)o1 | 4 | 5 | -6 | 1 | -14 | -2 | -5 | -3
Cc1cc(C)cc(N(CC(=O)NCc2ccco2)C(=O)CCC(=O)Nc2ccccn2)c1 | 6 | 7 | -6 | -8 | · | · | · | 2
O=C(NCc1ccccc1)C(c1cccnc1)N(C(=O)c1csnn1)c1ccc(F)cc1 (stereo not drawn) | 5 | 13 | -6 | -7 | 10 | 0 | 11 | -6
COC(=O)c1cc(OC(=O)CCc2ccc(OC)c(OC)c2)cc(C(=O)OC)c1 | 29 | 6 | -9 | -7 | 2 | -2 | -27 | 12

An excerpt from above in order of their number in UBC13 polyUb, highest first:
smiles	CCR6 antag	ATG4B inh	EBI2 antag	UBC13 polyUb	APJ antagonist	CXCR6 inh
CCOC(=O)c1n[nH]n(-c2cc(Cl)cc(Cl)c2)c1=O	7	-1	-8	0	1	-1
COC(=O)c1cc(C(=O)OCC(=O)NC(=O)NCc2ccccc2)cc([N+](=O)[O-])c1	-7	-4	-9	-1	-3	-4
O=C(O)c1ccc(NC(=S)Nc2ccccc2)cc1	12	1	-19	-6	12	-1

Returning to the listing, repeating the 2 entries before the break.
SMILES | Gli-Sufu antag | CCR6 antag | ATG4B inh | EBI2 antag | UBC13 polyUb | APJ agonist | APJ antagonist | CXCR6 inh
O=C(NCc1ccccc1)C(c1cccnc1)N(C(=O)c1csnn1)c1ccc(F)cc1 (stereo not drawn) | 5 | 13 | -6 | -7 | 10 | 0 | 11 | -6
COC(=O)c1cc(OC(=O)CCc2ccc(OC)c(OC)c2)cc(C(=O)OC)c1 | 29 | 6 | -9 | -7 | 2 | -2 | -27 | 12
Cc1ccnc(NC(c2ccccn2)c2c(C)[nH]c3ccccc23)c1 (stereo not drawn) | -4 | 13 | -3 | 3 | 0 | -2 | -6 | -4
CC(=O)N1CCc2cc(S(=O)(=O)NCC(=O)NCc3ccc(Cl)cc3)ccc21 | 0 | 7 | -2 | 1 | 11 | -4 | 16 | -7
O=C(Nc1ccc(S(=O)(=O)N2CCCC2)cc1)C1CCN(S(=O)(=O)c2ccc(F)cc2)CC1 | -2 | -6 | -7 | 0 | -5 | -2 | 0 | -4
O=C1N/C(=C/c2ccc(N3CCOCC3)o2)C(=O)N1c1cccc(Cl)c1 | -20 | 39 | -20 | 14 | -84 | -3 | 29 | -3
Cc1ccc(Cn2nc(C)c(NC(=O)CCCn3nc([N+](=O)[O-])c(Cl)c3C)c2C)cc1 | · | 9 | 17 | 0 | 6 | 0 | 14 | 9

Compound activity deposited in PubChem BioAssay by Sanford-Burnham Center for Chemical Genomics.
